# Source: PubChem BioAssay
# HT1080-NT tox – qHTS for induction of synthetic lethality in tumor cells producing 2HG: qHTS for the HT-1080-NT fibrosarcoma cell line | HT-1080-NT fibrosarcoma viability, CellTiter-Glo ATP luminescence, 48 h | Potency, µM (series often up to 46.1 µM), inactives show at the highest dose activity, negative = less viability, actives largely listed as cytotoxic | 360,000 compounds, 1.6% hits;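 note: NT is the 2HG producing partner of a matched IDH1 knockdown line; potency is the fitted concentration of half-maximal effect; 0% = DMSO-treated cells and -100% = media-only wells without cells; nearly all actives have a fitted effect of over 55% in size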
#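 Luminescent CellTiter-Glo readout after 48 hours of compound exposure at 37 degrees C defined viability of HT-1080-NT cells. Activity was normalized to DMSO wells and cell-free media wells; concentration-response curves were fitted and assigned curve classes.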
# D3 ag – qHTS of D3 Dopamine Receptor Agonist: qHTS; D(3) dopamine receptor (Homo sapiens), P35462; D3R DiscoveRx beta-arrestin cells, luminescence, 90 min; max activation, %; 410,000 compounds, 0.58% hits; AID 652048, 2013; in the data active = max activation above about 30%; note: 0% is about no effect; mostly tested at two doses, the higher about 12 µM
# Target sequence (P35462 whole entry, looked up): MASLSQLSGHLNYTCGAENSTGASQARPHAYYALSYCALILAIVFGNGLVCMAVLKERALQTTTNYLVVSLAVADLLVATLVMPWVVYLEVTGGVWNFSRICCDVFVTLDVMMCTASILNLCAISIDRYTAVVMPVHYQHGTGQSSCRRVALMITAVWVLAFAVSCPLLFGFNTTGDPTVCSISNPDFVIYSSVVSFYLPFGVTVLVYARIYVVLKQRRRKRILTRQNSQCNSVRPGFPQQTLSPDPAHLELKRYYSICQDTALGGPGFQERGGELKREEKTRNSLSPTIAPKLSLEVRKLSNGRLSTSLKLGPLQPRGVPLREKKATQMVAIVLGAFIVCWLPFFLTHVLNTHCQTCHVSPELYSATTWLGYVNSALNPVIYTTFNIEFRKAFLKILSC
#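 Cells at 1500/well, incubated overnight, then treated with pinned compounds (dopamine as control) for 90 min at 37 degrees C. DiscoveRx reagent added for 30 - 60 minutes at room temperature; luminescence read.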
# KB-V1 cytotox – qHTS assay for MDR1-selective chemotherapeutics: Primary screen using the drug-selected MDR subline cells KB-V1 | KB-V1 MDR cells viability, CellTiter-Glo, 72 h | Potency, µM (doses to about 46.1 µM), inactives show at the top dose activity change, negative = cytotoxicity, actives largely listed as cytotoxic | 400,000 compounds, 3.4% hits | AID 1347076, 2019; note: potency is the fitted concentration of half-maximal effect; % is set by controls: 0 for no effect and ±100 for the full control effect; nearly all actives have a fitted effect of over 60% in size
#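 Cytotoxicity via CellTiter-Glo luminescence after 72 h compound exposure at 37 degrees C. Cells: drug-selected KB-V1 line, DMEM phenol-red free plus 10% FBS. Compounds tested at multiple concentrations; normalized data fitted to concentration-effect curves.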
# HT1080 IDH1KD tx – qHTS for induction of synthetic lethality in tumor cells producing 2HG: qHTS for the HT-1080-IDH1KD cell line | HT-1080 IDH1 knockdown viability, ATP luminescence, 48 h | Potency, µM (top dose mostly 46.1 µM), for the others: top-dose activity, negative = toxicity, hits mostly cytotoxic | 360,000 compounds, 2% hits | AID 686971, 2013;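 note: potency is the fitted concentration of half-maximal effect; 0% = DMSO wells and -100% = cell-free medium wells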
#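 Assay cells: HT-1080 with IDH1 knockdown, 750 per well, RPMI/5% FBS. Exposure: 48 h at 37 °C following 2 h pre-incubation. Read: CellTiter-Glo luminescence; fitted concentration-response, curve class assigned.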
# D3 antag – qHTS of D3 Dopamine Receptor Antagonist: qHTS; D3R cells, DiscoveRx beta-arrestin luminescence, antagonist mode; active compounds read low; max response, negative = inhibition, %; 360,000 compounds, 2.5% hits; AID 652054, 2013; in the data active = max response below about -50%; inconclusive = no clear call, values can overlap the other calls; note: % is set by controls: 0 for no effect and ±100 for the full control effect; mostly tested at two doses, the higher about 12 µM
#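 Cells plated overnight at 1500 cells/well, then exposed to library compounds with dopamine controls for 90 minutes at 37 degrees C. DiscoveRx reagent added for 30–60 minutes at room temperature; luminescence read, quantitative HTS format.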
# IL-1B inflam inh – qHTS for Inhibitors of Inflammasome Signaling: IL-1-beta AlphaLISA Primary Screen. THP-1 LPS/ATP IL-1B secretion, AlphaLISA, 16 h; active compounds read low. activity change, % at 57.5 µM. 360,000 compounds, 4.7% hits; in the data active = activity change below about -50%; inconclusive = mostly about -30% to -49%; note: % is set by controls: 0 for no effect and ±100 for the full control effect
#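 THP-1 cells pretreated 1 hr with compounds (up to 57.5 uM final), then stimulated with LPS (250 ng/mL final) plus ATP (1.25 mM final); secreted IL-1B measured by AlphaLISA after 16 hr, decreased signal indicating inhibition.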
# KB-3-1 cytotox – qHTS assay for MDR1-selective chemotherapeutics: Primary screen using the parental adenocarcinoma cell KB-3-1. KB-3-1 viability, CellTiter-Glo ATP luminescence, 72 h. Potency, µM (doses to about 46.1 µM), without a hit: at the highest dose activity change, negative = cytotoxic, usual class: cytotoxic. 400,000 compounds, 1.4% hits. AID 1347075, 2019; note: potency is the fitted concentration of half-maximal effect; % is set by controls: 0 for no effect and ±100 for the full control effect; nearly all actives have a fitted effect of over 60% in size
#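 Multi-concentration cytotoxicity screen in KB-3-1 cells grown in DMEM lacking phenol red with 10% FBS. After 72 h at 37 °C with compound, ATP-dependent luminescence was recorded.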
# GLP1R ag – qHTS of GLP-1 Receptor Agonists; HEK293 GLP-1R CRE-luciferase, luminescence, 4-6 h; cells express a hypersensitive GLP-1R form; Potency, µM (series often up to 45.6 µM), inactives show at the top dose activation, usual class: activators; 380,000 compounds, 0.007% hits; note: potency is the fitted concentration of half-maximal effect; % of control where 0% means no effect
# Target sequence (P43220 whole entry, looked up): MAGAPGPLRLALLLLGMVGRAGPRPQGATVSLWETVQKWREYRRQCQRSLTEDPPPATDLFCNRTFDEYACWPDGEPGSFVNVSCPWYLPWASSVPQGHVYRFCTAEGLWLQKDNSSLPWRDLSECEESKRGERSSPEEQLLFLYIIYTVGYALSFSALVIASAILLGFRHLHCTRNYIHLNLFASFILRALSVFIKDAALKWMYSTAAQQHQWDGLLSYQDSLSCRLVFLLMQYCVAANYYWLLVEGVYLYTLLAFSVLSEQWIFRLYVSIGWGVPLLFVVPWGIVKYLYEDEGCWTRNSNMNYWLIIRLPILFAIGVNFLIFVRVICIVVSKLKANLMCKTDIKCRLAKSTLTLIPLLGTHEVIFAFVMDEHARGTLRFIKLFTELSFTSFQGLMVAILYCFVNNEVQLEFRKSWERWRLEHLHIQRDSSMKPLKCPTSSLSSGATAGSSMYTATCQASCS
# SW480 rereplic – A quantitative high throughput screen for small molecules that induce DNA re-replication in SW480 colon adenocarcinoma cells; SW480 DNA re-replication, Hoechst DNA content imaging, 48 h; Potency, µM (doses to about 46.1 µM), for inactives: at the highest dose re-replication activation, hits mostly activators; 340,000 compounds, 1.8% hits; note: potency is the fitted concentration of half-maximal effect; % of control where 0% means no effect; nearly all actives have a fitted effect of over 55% in size
#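 Treated cells incubate 48 hr (37 C, 5% CO2), are stained 40 min with Hoechst, and nuclear fluorescence is enumerated; a rise in nuclei with high DNA signal marks re-replication.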
# * hit, by the source's call; ? = inconclusive; / = not tested or not shown; [ ] = another dose, or the depositor's remark. Unless noted, calls come from the whole dose curve; as a rule, active = well fitted curve in the direction sought with a large enough effect; inconclusive = small, poorly fitted or top-dose-only effect, or another doubt; inactive = no such curve, though single readings can be large; an effect the other way counts as inactive or inconclusive.
SMILES,HT1080-NT tox,D3 ag,KB-V1 cytotox,HT1080 IDH1KD tx,D3 antag,IL-1B inflam inh,KB-3-1 cytotox,GLP1R ag,SW480 rereplic
C=CCn1c(C)cc(C(=O)CSc2nc3ccccc3c(=O)[nH]2)c1C,-18%,9,?,?,-62*,-19,?,-8%,2%
CC(C)(C)c1ccc(OCC(=O)O)cc1,2%,-1,-2%,-1%,14,2,-1%,-9%,-2%
COc1ccc(CCNC(=O)C2CC(=O)N(C3CCCC3)C2)cc1OC (centres undefined),-2%,-12,3%,0%,-13,7,1%,-1%,19%
Cc1ccc2nc(N3CCN(c4ccccc4)CC3)c(C=O)c(=O)n2c1,13%,7,-19%,2%,-3,15,-9%,7%,2%
COc1ccc(S(=O)(=O)N2CCC(Nc3ccccc3Cl)CC2)cc1,1%,0,2%,2%,2,0,?,3%,-5%
COc1ccc(NC(=O)c2nc3nccc(C)n3n2)cc1S(=O)(=O)N1CCOCC1,5%,3,17%,16%,7,16,-1%,-1%,-9%
Cc1ccc(COCCN2CCN(S(=O)(=O)c3ccc(C)cc3)CCC2=O)cc1,3%,12,-1%,1%,42,34,6%,9%,-3%
Cc1cc(F)c(F)c(C(=O)N2CCOCC2)c1,18%,0,19%,2%,16,17,-2%,-9%,-4%
O=c1oc2ccccc2c(N2CCCC2)c1CN1CCCC1,0%,-18,8%,5%,-22,17,10%,-3%,0%
O=C(c1cccs1)N1C[C@H](n2cc(C3CC3)nn2)[C@@H](O)C[C@@H]1c1ccc(Cl)cc1,-8%,8,16%,-5%,9,-18,-4%,10%,/
CCOC(=O)c1sc(NC(=O)CC2OC(=O)c3ccccc32)nc1C (centres undefined),-6%,5,-17%,-5%,-5,-7,1%,13%,-5%
O=C(/C=C/Sc1ccc(C(F)(F)F)cn1)c1ccccc1,-2%,-16,0%,5%,-69*,?,3%,-1%,131%
CCN(CC(=O)Nc1cccc(OC)c1)CC(=O)Nc1cccc2ccccc12,?,1,?,0%,-2,?,8%,0%,1%
O=C(CSc1ccc(-c2cccs2)nn1)NCCc1ccccc1,7%,-2,?,3%,-4,-12,3%,8%,13%
CCc1nc2c(OCc3cccc(Cl)c3)cccn2c1N(C)C(=O)c1ccco1,7%,0,6%,0%,14,-13,0%,-3%,/
Cc1cc(C)cc(-n2nc(C)cc2N)c1,-14%,-8,0%,-2%,-16,-1,-1%,-2%,-1%
Oc1ccc(C=Nc2ccccc2-c2nc3ccccc3[nH]2)cc1,11%,-9,14%,19%,22,-5,0%,2%,-4%
CCCOC(=O)CN1C(=O)c2ccc(C(=O)OCCC)cc2C1=O,10%,7,11%,17%,6,21,14%,-18%,-3%
Cc1cc(-c2c(C)[nH]n(-c3ccccc3)c2=O)n[nH]1,-23%,-17,-8%,-3%,?,-2,?,3%,?
CC(C)NC(=O)C1(O)c2ccccc2NC(=O)N1c1ccc(Cl)c(Cl)c1 (centres undefined),13%,0,15%,8%,?,3,2%,-6%,14%
COc1ccccc1NC(=O)N(Cc1ccco1)Cc1cc2cccc(C)c2[nH]c1=O,-13%,1,0%,-9%,?,-12,?,1%,13%
C/C(=N\Nc1ccccn1)c1ccc(N2CCOCC2)cc1,4%,-9,9%,1%,-6,-4,-2%,-3%,-4%
CCC(C)Sc1ccc([C@H]2N[C@@](Cc3ccccc3)(C(=O)OC)[C@H]3C(=O)N(C)C(=O)[C@@H]23)cc1 (some centres undefined),-3%,-13,-5%,-9%,-2,?,?,1%,2%
Cc1ccccc1OCC(=O)N1CCN(C(=O)COc2ccccc2C)CC1,3%,9,-13%,0%,8,-4,0%,19%,-1%
O=C(CN1C(=O)NC2(CCCC2)C1=O)OCCOc1cccc(Cl)c1,9%,3,14%,7%,7,-16,?,0%,-2%
c1cnc(SCCOc2ccc3c(c2)CCC3)nc1,2%,-1,0%,12%,26,28,2%,-2%,-15%
OC(c1ccc(Cl)cc1)c1ncc(-c2ccc(Cl)cc2)[nH]1 (centres undefined),?,1,1%,?,22,-3,0%,5%,/
Cc1[nH]c2ccccc2c1C(=O)C(=O)NCc1cccs1,2%,0,-17%,8%,-9,-1,4%,6%,-2%
CC1(C(=O)NS(=O)(=O)c2ccc(Cl)cc2)CCN1C(=O)C1(c2ccccc2)CCCC1 (centres undefined),-16%,5,3%,-18%,7,16,0%,-3%,/
COc1ccccc1CNC(=O)c1cc(S(=O)(=O)N2CCN(c3ccccc3)CC2)ccc1Cl,-13%,-14,4.6µM*,-12%,12,-5,-6%,-37%[inhibitor],7%
O=C1C(=O)N(c2ccccn2)C(c2ccc(F)cc2)/C1=C(/O)c1ccc(Br)cc1 (centres undefined),-8%,-5,-14%,2%,-15,-2,-2%,-3%,6%
COc1cc(NC(=O)c2ccc3c(c2)S(=O)(=O)N=C2CCCCCN23)cc(OC)c1,0%,-2,-4%,-10%,3,-2,?,1%,2%
O=C1CS(=O)(=O)c2ccccc2N1,15%,0,0%,17%,-13,-16,5%,3%,-16%
CC1(C(=O)Nc2cccc(OC(F)(F)F)c2)Cc2c(-c3ccc4c(c3)OCO4)ccnc2O1 (centres undefined),?,-7,-20%,16µM*,?,90,?,9%,/
Nc1ccccc1Nc1cc(-c2ccccc2)nn1-c1cccc(Cl)c1,?,8,-9%,?,16,-52*,-4%,2%,-4%
COc1cc(/C=C2\C(=O)NN(c3ccccc3)C2=O)cc([N+](=O)[O-])c1O,-17%,-16,-1%,-17%,?,22,9%,-3%,-12%

# Three of the compounds above, with two lines to a compound.
# Order of results: HT1080-NT tox, D3 ag, KB-V1 cytotox, HT1080 IDH1KD tx, D3 antag, IL-1B inflam inh, KB-3-1 cytotox, GLP1R ag, SW480 rereplic
> CC1(C(=O)NS(=O)(=O)c2ccc(Cl)cc2)CCN1C(=O)C1(c2ccccc2)CCCC1 (centres undefined)
 : -16%, 5, 3%, -18%, 7, 16, 0%, -3%, /
> COc1ccccc1CNC(=O)c1cc(S(=O)(=O)N2CCN(c3ccccc3)CC2)ccc1Cl
 : -13%, -14, 4.6µM*, -12%, 12, -5, -6%, -37%[inhibitor], 7%
> O=C1C(=O)N(c2ccccn2)C(c2ccc(F)cc2)/C1=C(/O)c1ccc(Br)cc1 (centres undefined)
 : -8%, -5, -14%, 2%, -15, -2, -2%, -3%, 6%

# (list continues)
SMILES,HT1080-NT tox,D3 ag,KB-V1 cytotox,HT1080 IDH1KD tx,D3 antag,IL-1B inflam inh,KB-3-1 cytotox,GLP1R ag,SW480 rereplic
O=C(CCCOc1ccccc1)Nc1cccnc1,16%,5,15%,9%,19,5,?,0%,-2%
O=C(/C=C/CCc1ccc2c(c1)OCO2)N1CCCCC1,2%,17,14%,5%,11,-13,0%,6%,-5%
CCOc1ccc2[nH]c(C(=O)N/N=C/c3ccccc3OC)cc2c1,?,-6,?,?,-17,-8,?,18%,15µM*
COc1ccc(-c2nn(-c3ccccc3)cc2/C=N/N=C(N)N)cc1OC,-12%,-6,-7%,?,-6,?,?,-42%[inhibitor],?
CCOC(=O)C1=C(C)N(CCCC(=O)O)C(=O)NC1c1ccc([N+](=O)[O-])cc1 (centres undefined),8%,-7,17%,1%,0,2,-2%,-2%,0%
O=C(Nc1c2c(nc3ccccc13)CCCC2)c1ccccc1F,-1%,11,8%,-2%,-11,2,-7%,9%,-2%
COc1cc(CNC(=O)c2cc(-c3cc(OC)ccc3Cl)n[nH]2)cc(OC)c1,-6%,0,-9%,1%,19,53,0%,-6%,/
CCc1cc(C(=O)O)c(NC(=O)C(c2ccccc2)c2ccccc2)s1,-11%,4,3%,-11%,-15,35,1%,?,-1%
CC(=O)c1c(C)[nH]c(C(=O)NCc2cccs2)c1C,5%,0,-10%,-3%,0,17,0%,0%,2%
O=C(NCc1ccccc1)C(c1ccc(F)cc1)N(C(=O)c1csnn1)C1CCCC1 (centres undefined),-20%,4,-27%,-14%,6,-7,2%,4%,20%
COc1ccc(CC(=O)Nc2c(C(=O)N3CCN(c4ccccc4OC)CC3)oc3ccccc23)cc1OC,-14%,-11,-29%,-14%,15,22,?,-4%,-2%
CCOc1ccc(OCC)c(NC(=O)CCS(=O)(=O)c2ccc(Br)s2)c1,-5%,-4,-10%,-7%,0,34,-2%,1%,-2%
COc1ccc(Nc2ncnc3c2c(C)c(C)n3CCO)cc1,3%,-2,6%,15%,-4,-24,2%,7%,-7%
COc1cccc(NC(=O)C2CCCN(S(=O)(=O)c3c(C)nn(C)c3C)C2)c1 (centres undefined),/,4,-1%,/,/,/,-6%,0%,/
COc1cccc(C2c3cc4c(cc3OC(C)(N3CCCC3)C2C)OCO4)c1O (centres undefined),?,-4,16µM*,?,-9,-66*,?,1%,18µM*
CCN(CC)C(=O)/C(NC(=O)c1ccccc1)=C(/Sc1ncccn1)c1ccccc1,24%,0,0%,21%,6,9,13%,-15%,0%
CC(C)C(=O)Nc1cccc(C(=O)Nc2nnc(C(C)C)s2)c1,18%,4,5%,13%,-2,-6,-1%,3%,-25%
CCO[C@@H]1OC(C(=O)N2CCN(Cc3ccccc3)CC2)=C[C@H](c2ccc(C(F)(F)F)cc2)[C@H]1CCCO,-29%,-8,?,0%,-23,-88*,?,-1%,?
NC(=O)C1CCN(c2nc(-c3cc4ccccc4o3)cs2)CC1,/,/,2%,/,/,/,-8%,-2%,12%
CN(C)c1ccc(NC(=O)C(=O)C2C(=O)Nc3ccccc32)cc1 (centres undefined),-2%,5,2%,-6%,-17,-4,1%,5%,29%
COc1cc(Cl)c(C)cc1NC(=O)CC1SC(N2CCOCC2)=NC1=O (centres undefined),4%,-15,-8%,11%,11,-26,11%,4%,-11%
